# High-throughput results as filed in PubChem.
# ELG1 DNA repair: qHTS screen for small molecules that inhibit ELG1-dependent DNA repair in human embryonic kidney (HEK293T) cells expressing luciferase-tagged ELG1; 330,000 tested, 2.3% active; AID 504467, 2011; HEK293T ELG1-luciferase reporter, luminescence, 16 h; DNA damage induced by 5-fluorouridine; Potency, µM (highest dose often 46.1 µM), for inactives: at the top dose activity change, negative = inhibition, usual class: inhibitors; further: potency means the concentration at half of the fitted maximal effect; on the % scale 0 is the no-effect control and ±100 the full control effect; nearly all actives have a fitted effect of over 55% in size
#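 Step one: seed 2,000 cells per well. Step two: pin-transfer compound or DMSO alongside 5-fluorouridine. Step three: incubate 16 hr, 37 °C, 5% CO2. Step four: add ONE-Glo, wait 30 min, read luminescence.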
# TCR activator: Activators of T cell receptors: qHTS campaign. primary human leukocytes, anti-CD3, IL-2 HTRF, 48 h. Potency, µM (top dose mostly 9.22 µM), without a hit: top-dose activation of IL-2 secretion, hits mostly activators. 330,000 tested, under 10 active. AID 504894, 2011; further: % of control where 0% means no effect
#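 Using a-CD3 beads without co-stimulation, primary human leukocytes were exposed to compounds for 48 hr. An HTRF IL-2 kit measured the cytokine, with europium-to-d2 energy transfer producing emission at 665nm upon 320nm excitation.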
# Eya2 inh: qHTS Assay for Inhibitors of the Phosphatase Activity of Eya2. AID 488837, 2010. recombinant Eya2, OMFP fluorescence dephosphorylation (OMFP is methylfluorescein phosphate). 330,000 tested, 0.006% active. Potency, µM (series often up to 76.9 µM), inactives show at the highest dose activity, negative = inhibition, actives largely listed as inhibitors; further: potency means the concentration at half of the fitted maximal effect; on the % scale 0 is the no-effect control and ±100 the full control effect
#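 Eya2 protein (added as 0.2 uM solution) was preincubated with compound for 10 min at ambient temperature in 50 mM HEPES pH 7.5, 50 mM NaCl, 5 uM MgCl2, 0.05% BSA, 1 mM DTT. OMFP (added at 50 uM) then reacted 10 min; fluorescence read at 485/525 nm.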
# AT treatment: qHTS Assay for Identifying a Potential Treatment of Ataxia-Telangiectasia | Potency, µM (highest dose often 57.5 µM), without a hit: top-dose activation, usual class: activators | AID 485349, 2010 | […] A-T fibroblasts, KAP-1 phosphorylation AlphaLISA; neocarzinostatin DNA damage 30 min before lysis | 320,000 tested, 0.19% active; further: potency means the concentration at half of the fitted maximal effect; % of control where 0% means no effect; nearly all actives have a fitted effect of over 45% in size
#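 ATM-like activity read as KAP-1 phosphorylation via AlphaLISA donor/acceptor antibody pairs after lysis and 6 hr at 25C. Cells were ATM-null patient fibroblasts ([…], hTERT), dosed 60 min, then exposed to the DSB inducer NCS for 30 min.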
# Tb PFK inh: qHTS Assay to Find Inhibitors of T. brucei phosphofructokinase | AID 485367, 2010 | ATP-dependent 6-phosphofructokinase (Trypanosoma brucei brucei), O15648 | T. brucei PFK, ADP-Glo luminescence | 330,000 tested, 0.17% active | Potency, µM (doses to about 57.5 µM), inactives show at the top dose activity, negative = inhibition, hits mostly inhibitors;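 further: potency means the concentration at half of the fitted maximal effect; 0% = uninhibited 1x PFK enzyme wells and -100% = no-enzyme wells; nearly all actives have a fitted effect of over 60% in size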
#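 PFK 1.25 nM, F6P 0.5 mM, ATP 0.1 mM, 0.1 M TEA pH 8.0, 5 mM MgCl2, 0.01% Tween20, 0.1% BSA; 45 min RT. ADP-Glo readout. qHTS titration up to 57 uM; curves fitted, compounds curve-classed.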
# a7 integrin act: qHTS for Activators of Integrin-Mediated Alleviation for Muscular Dystrophy. alpha7betagal myoblasts, beta-gal FDG fluorescence, 48 h. Potency, µM (top dose mostly 38.3 µM), without a hit: at the top dose activation, most hits filed as activators. 350,000 tested, 0.064% active;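 further: potency means the concentration at half of the fitted maximal effect; 100% = response of the positive control SU9516; nearly all actives have a fitted effect of over 60% in size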
#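 Alpha7betagal+/- myoblasts (passage 13) were plated 16-24 hr, then exposed to compounds (1:260 dilution of DMSO stock) for 48 hours at 37C. After MPER lysis, β-galactosidase reporter activity was read as FDG fluorescence (ex 480/em 540) after 30 minutes.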
# ASM inhibitor: Inhibitors of Secretory Acid Sphingomyelinase (S-ASM): qHTS | Sphingomyelin phosphodiesterase (Homo sapiens), P17405 | placental ASM, HMU-PC fluorogenic substrate, 60 min | Potency, µM (doses to about 57.5 µM), for the others: at the highest dose activity change, negative = inhibition, usual class: inhibitors | 340,000 tested, 0.006% active | AID 504937, 2011; further: potency means the concentration at half of the fitted maximal effect
#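 Fluorogenic HMU-PC substrate (9 uM final) is turned over by placental ASM in 60 min at 37 C after a 10 min compound preincubation. Reaction ended by alkaline stop (pH 10), with fluorescence read at 386/447 nm.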
# BCR signal inh: qHTS Assay to Find Inhibitors of Chronic Active B-Cell Receptor Signaling | Potency, µM (doses to about 46.1 µM), for the others: top-dose ratio change, negative = lower green/red ratio, most hits filed as inhibitors | AID 493014, 2011 | ABC-DLBCL IkBa-CBG/CBR reporter, luminescence ratio, 4 h | 340,000 tested, 0.05% active; active means well fitted inhibition curve with a large enough effect in the signal ratio, with a control signal flat, not every such curve was filed as active; inconclusive means small, poorly fitted or top-dose-only effect, or effect the other way, or a change in a side signal; the % refers to the signal ratio;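 further: potency means the concentration at half of the fitted maximal effect; plate controls were basal doxycycline-induced cells for no effect and cells given 10 µM MG132 for full effect; MG132 reads +100%, hits lower the ratio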
#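 Concentration-response series (up to 46 uM) were applied to TMD8 dual-reporter cells for 4 h at 37C with doxycycline. Green/red ratio, after filter-overlap correction, defined %Activity; red signal alone was normalised to basal cells and zero luminescence.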
# PTAP TSG101 blk: qHTS Assay for Iinhibitors of HIV-1 Budding by Blocking the Interaction of PTAP/TSG101; 340,000 tested, under 10 active; Fluorescence polarization, FITC-PTAP peptide / Tsg101 binding; Potency, µM (top dose mostly 115 µM), without a hit: at the top dose activity change, negative = inhibition, most hits filed as inhibitors; active means well fitted inhibition curve with a large enough effect in the main read-out, with a control signal flat, not every such curve was filed as active; inconclusive means small, poorly fitted or top-dose-only effect, or effect the other way, or a change in a side signal; inactive means no such curve, though single readings can be large or run the other way; further: potency means the concentration at half of the fitted maximal effect; % of control where 0% means no effect
#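 Tsg101 binding domain (10 uM final) was mixed with compound and a FITC-labeled PTAP peptide (50 nM final) in HEPES pH 7.5 buffer with NaCl, Tween 20, EDTA and TCEP; fluorescence polarization was read after 20 min at r.t.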
# TSHR antag: Antagonists of the Thyroid Stimulating Hormone Receptor: HTS campaign; TSHR-expressing cells, TSH-stimulated cAMP HTRF, 2 h; hits give low values; activity change, negative = inhibition, % at 11.5 µM; Thyrotropin receptor (Homo sapiens), P16473; 330,000 tested, 0.2% active;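 active means activity change below a set negative limit, meaning inhibition stronger than a set level, cut at about -70% in these data; inconclusive means activity change between two set negative limits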; further: on the % scale 0 is the no-effect control and ±100 the full control effect
# Target sequence (P16473 whole entry, looked up): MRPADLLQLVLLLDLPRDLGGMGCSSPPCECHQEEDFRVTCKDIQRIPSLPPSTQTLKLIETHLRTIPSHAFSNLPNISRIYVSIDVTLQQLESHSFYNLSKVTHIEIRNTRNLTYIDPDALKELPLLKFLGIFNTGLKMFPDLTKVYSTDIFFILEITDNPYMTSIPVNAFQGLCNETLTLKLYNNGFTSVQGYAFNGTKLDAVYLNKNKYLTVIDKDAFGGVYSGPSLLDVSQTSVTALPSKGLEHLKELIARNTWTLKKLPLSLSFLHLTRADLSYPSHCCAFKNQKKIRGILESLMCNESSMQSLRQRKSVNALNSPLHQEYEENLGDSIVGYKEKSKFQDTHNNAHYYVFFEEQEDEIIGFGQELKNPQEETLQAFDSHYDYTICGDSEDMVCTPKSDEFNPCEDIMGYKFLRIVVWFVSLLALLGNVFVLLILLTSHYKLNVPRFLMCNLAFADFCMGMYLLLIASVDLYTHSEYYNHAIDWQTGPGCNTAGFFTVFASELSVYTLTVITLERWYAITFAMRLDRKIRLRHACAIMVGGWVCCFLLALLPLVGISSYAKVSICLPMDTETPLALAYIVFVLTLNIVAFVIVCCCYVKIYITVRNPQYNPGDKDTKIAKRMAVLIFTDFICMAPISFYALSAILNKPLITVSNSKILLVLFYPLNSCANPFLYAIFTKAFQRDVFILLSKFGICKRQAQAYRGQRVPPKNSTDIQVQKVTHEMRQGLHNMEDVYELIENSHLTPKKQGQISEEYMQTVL
#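 TSHR-expressing cells, 200/well, pre-treated with compound, then stimulated with EC80 TSH (4nM final) for 2 hours at 37 deg C. cAMP measured by competitive HTRF: anti-cAMP cryptate antibody in lysis buffer plus cAMP-d2, read after 30 minutes at room temperature.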
# Mito fusion yeast: qHTS Assay for Small Molecule Inhibitors of Mitochondrial Division or Activators of Mitochondrial Fusion; S. cerevisiae fusion-defective mutant growth rescue, CellTiterGlo 48 h; Potency, µM (series often up to 46.1 µM), for inactives: top-dose growth rescue (activation), actives largely listed as activators; 320,000 tested, 0.23% active; AID 485298, 2010;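 further: potency means the concentration at half of the fitted maximal effect; % of control where 0% means no effect; nearly all actives have a fitted effect of over 45% in size; temperature-sensitive fusion mutants such as fzo1-1 at 37 °C on non-fermentable ethanol glycerol medium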
#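 Compounds are tested for their ability to restore growth of mitochondrial fusion-defective yeast strains at non-permissive 37C in YPEG medium over 48 hours. Viability is quantified by luciferase luminescence.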
# An asterisk follows results filed as active; i = inactive; u = inconclusive; x = no result given; & = joins results of further samples; [ ] = remark or other dose. Unless noted, the call rests on the fitted dose curve; in most records, active means well fitted curve in the direction sought with a large enough effect; inconclusive means small, poorly fitted or top-dose-only effect, or another doubt; inactive means no such curve, though single readings can be large; an effect the other way counts as inactive or inconclusive.
SMILES,ELG1 DNA repair,TCR activator,Eya2 inh,AT treatment,Tb PFK inh,a7 integrin act,ASM inhibitor,BCR signal inh,PTAP TSG101 blk,TSHR antag,Mito fusion yeast
COc1ccccc1S(=O)(=O)Cc1ccc(C(=O)NC(C)c2ccc3c(c2)OCCO3)o1 (configuration not stated),u,-4%,-3%,-2%,-4%,3%,0%,-1%,-4%,-2,1%
COc1ccc(/C=C(\NC(=O)c2ccc(Cl)cc2)C(=O)NCC2CCCO2)cc1OC (configuration not stated),1%,-2%,9%,10%,-19%,-1%,5%,1%,-1%,14,-8%
O=C(c1ccccc1)c1nn(-c2ccc(Cl)cc2)cc1C(=O)c1cc2ccccc2oc1=O,u,10%,2%,-5%,2%,10%,-1%,12%,1%,17,3%
Cc1sc(NC(=O)C2CC=CCC2C(=O)O)c(C(=O)OC(C)C)c1C (configuration not stated),0%,9%,-31%,-3%,0%,0%,0%,u,-5%,31,-2%
CCN(CC)C(=O)[C@H]1CC(CC(=O)NCC23CC4CC(CC(C4)C2)C3)C(=O)N2CCc3c([nH]c4ccc(OC)cc34)[C@]12C (some centres not stated),23µM*,-8%[46.1 µM],-4%,-25%,0%,-3%,-5%,u,-1%,-4,x
COc1cccc(C(=O)Nc2ccc(F)c(F)c2F)c1,u,2%,16%,-11%,0%,3%,3%,u,-3%,-10,3%
Oc1ccccc1C1CC(c2cccs2)=NC(c2cccc(Br)c2)N1 (configuration not stated),u,-4%,-11%,29%,-2%,-78%[inhibitor],-2%,u,-3%,2,-2%
COc1ccc(C(=O)NNC(=O)c2ccc(S(=O)(=O)N3CCOCC3)cc2)cc1,6%,5%,-9%,4%,2%,u,-1%,-1%,-1%,1,0%
CCOCc1nnc(NC(=O)c2ccc(OC)cc2)s1,u,-1%[46.1 µM],-3%,-5%,-7%,-5%,2%,16%,-6%,4,-1%
N#Cc1c(N)c(C(=O)c2ccccc2)n2c1CCC2,5%,3%,-8%,-4%,-13%,11%[7.66 µM],-1%,u,-7%,1,5%
COC(=O)[C@H](CCSC)NC(=O)Nc1ccc(C)cc1,15%,4%,-8%,9%,2%,-18%,1%,4%,-1%,-6,-1%
O=C(NNS(=O)(=O)c1ccc(F)cc1)c1cc(Cl)ccc1O,2%,-7%,8%,-11%,6%,u,3%,6%,-1%,-15,2%
O=C(Nc1ncc(Cc2cccc(Cl)c2)s1)C1CCCO1 (configuration not stated),u,1%,-1%,-2%,u,6%,-6%,u,2%,1,0%
CCCCNS(=O)(=O)c1ccc2nc(-c3cccnc3)cc(C(=O)NCCCOCC)c2c1,u,x,-6%,-2%,-3%,x,x,3%&-5%,x,32,3%
CCOC(=O)c1c(C)oc2ccc(NS(=O)(=O)c3ccc4c5c(cccc35)C(=O)N4)cc12,-29%,-6%[46.1 µM],-24%,-9%,-6%,-5%[7.66 µM],-24%,u,-6%,16,-1%
CCCn1nnc(NC(=S)NC(=O)/C=C/c2ccc(Cl)cc2)n1,-1%,6%,-11%,-14%,2%,-22%,0%,-2%,-1%,7,0%
Cc1cc(NCc2ccco2)n2c(nc3ccccc32)c1C#N,u,25%,-7%,18%,0%,-10%,i,7%,-1%,-11,-8%
CC(=O)NC(=S)Nc1ccc(NC(=S)NC(=O)c2ccc([N+](=O)[O-])cc2)cc1,-4%,3%,2%,-8%,-6%,-9%,3%,u,-5%,-8,-1%
Cc1ccc(SCC(=O)OCC(=O)NC2(C#N)CCCCC2)cc1,-1%,-1%,-7%,6%,1%,10%,1%,-14%,0%,-3,1%
CC(C)CC1NC(=O)N(CC(=O)Nc2ccc3c(c2)OCCO3)C1=O (configuration not stated),6%,3%,19%,0%,-1%,21%,0%,2%,-1%,10,-1%
CC(=O)c1ccc(S(=O)(=O)N2CCN(C(C)C(=O)N(C)Cc3ccccc3)CC2)cc1 (configuration not stated),-12%,x,-12%,5%,6%,-21%,-8%,1%,1%,-6,x
COc1ccc(S(=O)(=O)N/N=C(/C)c2ccncc2)cc1,4%,-2%,-2%,5%,3%,11%,8%,-4%,-2%,4,-5%
O=C(NCc1ccccn1)C1CCN(S(=O)(=O)N2CCCC2)CC1,u,1%,9%,3%,-2%,3%,3%,u,-8%,1,0%
CCC(NC(=O)c1ccccc1NC(=O)c1ccco1)C(=O)NNC(=O)c1ccc(OC)cc1 (configuration not stated),14%,-18%[46.1 µM],0%,-1%,-3%,-6%,-9%,2%,1%,8,-4%
COc1ccc(-n2nc(C(=O)NCC(=O)Nc3cccc(Cl)c3)c3ccccc3c2=O)cc1,13µM*,12%,1%,0%,-1%,11%,-19%,-1%,1%,28,8%
O=C(COC(=O)c1cc(-c2ccccc2Cl)nc2ccccc12)Nc1ncc(C(F)(F)F)cc1Cl,12%,-3%[46.1 µM],2%,-5%,-2%,-7%,-4%,0%,0%,19,0%
Cc1ccnc(N2CCC(C(=O)Nc3nnc(C)s3)CC2)n1,-16%,5%,-5%,-1%,2%,-11%,1%,2%,-1%,5,-6%
CN(c1cccc(NC(=O)c2ccccc2N(Cc2ccccc2)S(C)(=O)=O)c1)S(C)(=O)=O,-11%,-8%,-17%,0%,-4%,7%,0%,-6%,1%,3,-1%
Cc1ccc(S(=O)(=O)N2CCCCC2)cc1NS(=O)(=O)c1cccc(C(=O)O)c1,0%,6%[46.1 µM],14%,2%,0%,-2%,6%,-6%,-1%,-4,-3%
Cn1c(SCc2cccc(F)c2)nnc1-c1cnccn1,u,-6%,-27%,-27%,4%,20%,-3%,-3%,0%,-1,1%
CCSc1ccccc1C(=O)Nc1cccnc1,0%,-2%[46.1 µM],10%,-4%,-3%,u,6%,9%,-2%,-2,-2%
Cc1csc(NC(=O)CCCc2cccs2)n1,8%,4%,6%,5%,-6%,5%,5%,u,0%,1,7%
CCCNS(=O)(=O)c1ccc(CCC(=O)N2CCC(C)CC2)cc1,-16%,4%,-30%,x,4%,3%,0%,2%,-5%,9,1%

# Grouped by structure: the compounds so far with a furan ring, fused or not
SMILES,ELG1 DNA repair,TCR activator,Eya2 inh,AT treatment,Tb PFK inh,a7 integrin act,ASM inhibitor,BCR signal inh,PTAP TSG101 blk,TSHR antag,Mito fusion yeast
COc1ccccc1S(=O)(=O)Cc1ccc(C(=O)NC(C)c2ccc3c(c2)OCCO3)o1 (configuration not stated),u,-4%,-3%,-2%,-4%,3%,0%,-1%,-4%,-2,1%
CCOC(=O)c1c(C)oc2ccc(NS(=O)(=O)c3ccc4c5c(cccc35)C(=O)N4)cc12,-29%,-6%[46.1 µM],-24%,-9%,-6%,-5%[7.66 µM],-24%,u,-6%,16,-1%
Cc1cc(NCc2ccco2)n2c(nc3ccccc32)c1C#N,u,25%,-7%,18%,0%,-10%,i,7%,-1%,-11,-8%
CCC(NC(=O)c1ccccc1NC(=O)c1ccco1)C(=O)NNC(=O)c1ccc(OC)cc1 (configuration not stated),14%,-18%[46.1 µM],0%,-1%,-3%,-6%,-9%,2%,1%,8,-4%
